# Source: PubChem (several laboratories)
# NSD2 inh = inhibitors of human histone methyltransferase NSD2; O96028; NSD2 peptide methylation, AlphaScreen, 120 min; inhibition, % at 12.5 µM; hit rate 0.54% among 310,000; AID 743445; in the data active = inhibition above about 50%
# CAL PDZ FP-1 = human CAL PDZ-peptide interaction inhibition; Q9HD26; purified CAL PDZ, TMR-peptide fluorescence polarization, 1 h; inhibition, % at 20 µM; hit rate 0.02% among 330,000; AID 504414;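 active = highest replicate inhibition of at least 40%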;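 note: plate controls were DMSO neutral control wells for no effect and unlabeled competitor peptide control wells for full effect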
#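 Material: tagged CAL PDZ domain; buffer or medium: 25 mM sodium phosphate pH 7.4, 150 mM NaCl, TCEP, IgG, Thesit; compound dosing: single point, 20 µM; schedule: 1 h incubation at room temperature before polarization reading; measured by: FP readout, S and P plane fluorescence; read-out basis: percent inhibition from loss of millipolarization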
# V-ATPase pHluor = regulators of yeast V-ATPase proton transport; hit rate 0.37% among 350,000; response, % at 10 µM; S. cerevisiae, pHLuorin cytosolic pH fluorescence; AID 504577; in the data active = response mostly above about 7.3%, no sharp cut-off; inactive = mostly below about 5.4%; note: actives read high; inactives centre near 0; some compounds called inactive have numbers as strong as hits; reference of the scale not given here
# Pemphigus Ab inh = inhibitors of pemphigus antibody binding to human desmoglein-3. P32926. DSG3-coupled beads, scFv-anti-DSG3-GFP binding, flow cytometry; hits give low values. binding (percent of control), % at 10 µM. hit rate 0.48% among 310,000;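 active = binding more than 3 SD below its plate's average and above zero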;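 note: hits lower antibody fragment binding to DSG3; some compounds called inactive have numbers as strong as hits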
# Arrestin-AP2 inh = human beta-arrestin and AP2 interaction inhibition; inhibition, % at 10 µM; FITC-arrestin peptide / GST-AP2 beads, flow cytometry; AP2 beta2 appendage carries R879A mutation; hit rate 0.31% among 340,000;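 active = inhibition above a set limit, near 3 SD of compounds lacking own fluorescence, cut at about 54% in these data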;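 note: plate controls were DMSO wells for no effect and 5 µM unlabelled arrestin peptide for full effect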
#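 System: GST-AP2 R879A glutathione beads | Also added: FITC-arrestin peptide, 50 nM | Times: 12 min plus 1 h, RT | Signal: Bead flow cytometry, FITC channel | Buffer or medium: PBS with 0.05% Tween 20 and 0.1% BSA | Read-out basis: Percent drop in bead-associated FITC signal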
# CAL PDZ FP-2 = CAL PDZ (human) peptide binding inhibition; Q9HD26; inhibition, % at 24.9 µM; AID 602252; purified CAL PDZ, TMR-peptide fluorescence polarization, 1 h; hit rate 0.92% among 300,000;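 active = mean inhibition of at least 30% with at least half of replicates also reaching 30%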;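 note: 0% = DMSO neutral control and 100% = excess unlabeled competitor peptide PRC23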
# RTF Ca sens inh = cardiac RTF calcium desensitization; inhibition, % at 7.15 µM; IANBD-labeled cardiac RTF, Ca2+ fluorescence; P19429+P45379; hit rate 0.12% among 340,000;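 active = inhibition above the mean inhibition of all tested compounds plus 3 SD, cut at about 17% in these data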;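 note: assay run at fixed EC70 calcium of 1.6 mM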
# DAGLB inhibitor = diacylglycerol lipase beta (human) inhibition. hit rate 0.059% among 340,000. AID 504411. HEK293T DAGLB membrane lysate, EnzChek fluorogenic substrate. inhibition, % at 5.17 µM. Q8NCG7; in the data active = inhibition above about 34%;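 note: 0% = enzyme with vehicle and 100% = wells lacking enzyme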
# Keap1-Nrf2 PPI = Keap1-Nrf2 (human) interaction inhibition | Q14145 | inhibition, % at 9.4 µM | hit rate 0.15% among 340,000 | Keap1 Kelch-Nrf2 peptide fluorescence polarization, 1536-well; in the data active = inhibition above about 12%;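 note: human Keap1 Kelch domain with fluorescein labeled Nrf2 9mer peptide probe; 0% = neutral control wells and 100% = peptide positive control; higher means more block of Keap1 binding to Nrf2 peptide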
# Target sequence (Q14145 whole entry, looked up, the tested form may be a part): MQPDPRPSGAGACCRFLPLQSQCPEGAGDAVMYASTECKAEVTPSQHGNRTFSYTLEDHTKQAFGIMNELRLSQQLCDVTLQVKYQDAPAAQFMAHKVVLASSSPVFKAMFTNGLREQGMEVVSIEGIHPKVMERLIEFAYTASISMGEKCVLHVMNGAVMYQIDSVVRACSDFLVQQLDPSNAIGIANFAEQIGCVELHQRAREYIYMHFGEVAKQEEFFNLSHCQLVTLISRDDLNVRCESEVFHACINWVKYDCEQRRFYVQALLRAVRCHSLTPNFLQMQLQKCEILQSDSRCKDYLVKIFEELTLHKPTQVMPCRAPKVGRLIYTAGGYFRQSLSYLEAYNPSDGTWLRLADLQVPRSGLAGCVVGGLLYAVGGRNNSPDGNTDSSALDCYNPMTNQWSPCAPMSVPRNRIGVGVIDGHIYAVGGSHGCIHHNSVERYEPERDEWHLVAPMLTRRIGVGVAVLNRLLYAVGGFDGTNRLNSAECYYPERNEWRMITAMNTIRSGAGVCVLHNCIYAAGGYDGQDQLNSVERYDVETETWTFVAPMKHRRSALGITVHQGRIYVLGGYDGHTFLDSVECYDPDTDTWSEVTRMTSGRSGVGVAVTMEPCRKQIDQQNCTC
# LANA DNA inh = KSHV C-LANA DNA binding inhibition | MBP-C-LANA/FAM-LBS DNA binding, fluorescence polarization | inhibition, % at 9 µM | hit rate 0.078% among 340,000 | AID 504423;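 active = highest replicate inhibition at or above 60% at 9 µM, even if other replicates fall short; inactive = all replicates below 60% inhibition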;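 note: 0% = neutral control wells and 100% = 4 µM acridine orange control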
# * hit, by the source's call; x = not tested or not shown. The list is partial; the hit share may differ from the screen's.
# Order of results: NSD2 inh	CAL PDZ FP-1	V-ATPase pHluor	Pemphigus Ab inh	Arrestin-AP2 inh	CAL PDZ FP-2	RTF Ca sens inh	DAGLB inhibitor	Keap1-Nrf2 PPI	LANA DNA inh
Cc1ccc(CC2(c3ccccc3)NC(=O)NC2=O)cc1 (stereo not given)
→ -1	-0.6	15*	95	20	x	-1	0	-6	-1.6
Cc1ccc(NC(=O)CCc2ccccc2)cc1C
→ -7	x	3	95	x	x	x	-6	x	x
COc1cc2c(cc1OC)C(c1cccc(Br)c1)NC(=O)C2 (stereo not given)
→ -3	-0.5	3	102	-20	x	-7	-4	5	-0.4
CCOC(=O)c1sc(Nc2ccccc2)nc1C
→ x	-0.1	1	x	-6	8	-7	-5	4	0.6
CNc1ccc(/C=C/C(=O)c2ccc(C)cc2)cc1[N+](=O)[O-]
→ -1	0.0	-3	103	5	1	-5	14	0	1.7
COC(=O)c1[nH]nc2c1C(=O)N(Cc1ccccc1)C2=O
→ x	0.4	1	x	-5	0	0	1	-4	1.2
CCOc1ccc(CN(C)CC(=O)NCc2ccc(F)cc2)cc1
→ -5	-4.6	-1	95	10	-5	-5	0	-7	-1.5
O=C(CCNS(=O)(=O)c1ccc2c(c1)CCC(=O)N2)NCc1ccc2c(c1)OCO2
→ x	-1.1	x	x	27	-1	-11	-1	-3	-1.6
Cc1ccc(C(C)(C)NC(=O)C2CCC(=O)N(Cc3ccccc3F)C2)cc1 (stereo not given)
→ 0	-0.7	2	x	-4	x	-6	2	4	1.5
O=c1c2ccccc2nc2n1CCCN2
→ 3	-5.1	1	104	36	-5	0	3	0	1.7
C=CCn1c(CCNC(=O)C(C)(C)C)nc2ccccc21
→ x	-0.1	2	102	4	0	-6	0	-3	1.0
COc1ccc(C(=O)/C=C/C(=O)N(Cc2ccc(F)cc2)C(C(=O)NC2CCCCC2)c2ccncc2)c(O)c1 (stereo not given)
→ -2	-2.1	-1	122	5	-2	-1	0	-1	1.1
O=[N+]([O-])c1cc2c(cc1Br)-c1ccccc1C2
→ 1	x	0	106	x	x	x	-7	x	x
CC(=O)c1ccc(S(=O)(=O)N2CCC3(CC2)OCCO3)cc1
→ -2	-0.2	1	103	-12	x	-2	-3	-2	-1.4
Cc1nnc(NC(=O)c2ccc(S(=O)(=O)N3CCCCC3C)cc2)o1 (stereo not given)
→ -3	-1.1	1	103	-9	1	-13	-2	-5	2.5
CCOC(=O)c1cnc(SCC(=O)Nc2nnc(CC)s2)nc1N
→ 1	-0.4	0	109	-1	-3	-1	-1	2	-1.4
CCCn1nc2ccccc2c1P(=N)(N1CCOCC1)N1CCOCC1
→ -2	-1.4	-1	98	1	-1	-7	-1	6	-0.3
N#Cc1c(Cc2cccc3ccccc23)nn(CCO)c1N
→ x	-0.4	-8	100	7	-4	-2	-6	-3	0.5
Cc1ncsc1C(=O)Nc1cccc(C(F)(F)F)c1
→ -2	-1.3	5	98	8	-4	-1	1	-2	-1.6
CN(C)C(CNC(=O)CSc1nc2ccccc2c(=O)n1Cc1ccco1)c1ccccc1 (stereo not given)
→ 3	-2.9	-2	103	29	-3	-9	4	-4	-0.5
CC(=O)Nc1ccc(S(=O)(=O)NNC(=O)COc2ccc(C(C)(C)C)cc2)cc1
→ -1	-0.4	-1	101	3	-2	2	-4	3	1.2
COc1ccc(C(=O)Nc2cccc(S(=O)(=O)N3CCCC3)c2)cc1S(=O)(=O)N1CCOCC1
→ -1	-0.8	4	96	3	-8	-6	-2	-3	1.0
O=C(Nc1ccc2oc(=O)ccc2c1)c1ccc(-c2ccccc2[N+](=O)[O-])o1
→ -1	-1.4	-1	83*	-8	-1	2	1	-4	0.8
CCN1C[C@@H]2[C@@H]3C(=O)N(Cc4ccccc4)C(=O)[C@@H]3[C@](Cc3ccccc3)(C1=O)N2C(=O)c1ccc(C(F)(F)F)cc1
→ x	-5.8	-4	97	18	-5	5	2	-4	-0.4
COc1ccc(C2NC(=O)CS2)cc1OC (stereo not given)
→ -3	0.0	-5	100	4	0	-1	-1	0	0.5
COc1cccc(N/C(C)=C/C(=O)c2ccc(Br)cc2)c1
→ -1	0.4	8	101	5	1	-3	-4	-3	-0.6
CCOc1ccc2[nH]c3c(NCCCOC)ncnc3c2c1
→ 6	1.0	1	95	-5	0	-6	3	2	0.3
CC(=O)N1c2ccc(S(=O)(=O)NCCC(=O)Nc3ncccc3C)cc2CC1C (stereo not given)
→ 2	-2.4	-1	103	5	-2	-2	1	-2	-0.5
CC(C)Cc1nnc(NC(=O)c2cc(-c3ccccc3)nc3ccccc23)s1
→ 0	0.2	-2	104	34	x	-2	0	-2	-1.6
Cc1cc(C)c(NC(=S)N(CCN(C)C)C(C)c2cccnc2)c(C)c1 (stereo not given)
→ -4	-0.4	-1	112	13	0	-3	0	-3	0.9

# The list continues:
# Order of results: NSD2 inh	CAL PDZ FP-1	V-ATPase pHluor	Pemphigus Ab inh	Arrestin-AP2 inh	CAL PDZ FP-2	RTF Ca sens inh	DAGLB inhibitor	Keap1-Nrf2 PPI	LANA DNA inh
COCCOC(=O)c1c(C)oc2ccc(NS(=O)(=O)c3ccccc3)cc12
→ -1	-2.7	-1	89	8	0	-8	-2	2	1.3
CCc1cccc(CC)c1NC(=O)COC(=O)CCc1cc(OC)c(OC)c(OC)c1
→ 0	1.6	4	x	7	2	19*	-4	-5	0.2
CC(C)(C)C(=O)CC1(O)C(=O)N(Cc2ccc(Cl)cc2)c2ccccc21 (stereo not given)
→ 18	0.3	x	x	-7	-3	-2	-3	-1	2.0
COC(=O)CNC(=O)c1cccs1
→ 2	-1.0	-3	x	-1	-1	0	-1	0	0.4
CCCc1cc(=O)oc2cc(OCC(=O)N3CCc4ccccc43)ccc12
→ 1	-0.6	1	106	3	1	-6	0	-2	1.1
Cc1[nH]c2ccccc2c1C(=O)CSc1cccc[n+]1[O-]
→ -1	-4.0	-3	98	16	-8	-4	-1	-7	-0.2
CC1Oc2ccccc2OC1(O)c1ccccn1 (stereo not given)
→ -4	-1.7	0	114	-2	-10	-1	1	-3	1.4
COc1cc2[nH]cc(C(=O)NCCc3ccccc3)c(=O)c2cc1OC
→ 1	-4.5	-1	97	38	x	-3	1	-1	-2.2
Cc1cc2n(n1)C(c1cccs1)Nc1ccccc1-2 (stereo not given)
→ -1	-0.2	1	117	2	2	-10	-3	-3	-2.7
CCCN1CCN(C(=O)C2CCN(c3ncnc4c3nc3n4CCCCC3)CC2)CC1
→ 2	-1.4	-1	104	0	-3	-1	1	-1	-0.2
CC[N+](CC)(CC=C(C)C)CC(=O)OC
→ -3	-1.0	-3	85	9	-4	6	0	3	2.1
O=C(Cc1ccccc1)Nc1nc(-c2cccc([N+](=O)[O-])c2)cs1
→ 3	0.1	8	78	12	2	-23	1	-5	-0.4
COC1=CC(=O)C(OC)=C(OC)C1=O
→ 101*	-0.8	-1	120	15	1	-5	5	0	-2.6
O=C1NC(=S)N(C(=O)c2ccc(F)cc2)/C1=C/c1ccccc1
→ 4	-2.3	-1	118	-8	-3	-10	7	-7	-12
CN(C)c1ccc(/C=N/NC(=O)c2ccc3c(c2)OCO3)cc1
→ -1	x	2	103	-9	-4	0	0	-1	-0.9
O=C(OCc1nc2ccccc2s1)c1ccc(Br)s1
→ -5	-0.7	2	100	3	-4	-4	-21	-5	1.8
N#Cc1c(NC(=O)c2cc(C3CC3)on2)sc2c1CCC2
→ x	0.1	-1	98	-4	0	-5	-1	-4	-0.5
O=C(NCc1cccc(OC(F)(F)F)c1)c1ccc2c(c1)S(=O)(=O)c1cc(Cl)ccc1C2=O
→ x	-0.5	3	102	-1	-2	-2	-3	0	2.2
O=C(CSc1nnc(Cc2ccccc2)o1)NCc1ccc2c(c1)OCO2
→ 1	0.1	-1	102	-9	0	-5	-1	-1	0.1
COc1ccccc1NC(=O)CCCn1c(=S)[nH]c2ccccc2c1=O
→ x	-2.8	-5	123	-6	2	-5	3	-7	0.8
CCNc1nc(N)nc(Oc2ccc(C(=O)OC)cc2)n1
→ 0	-0.4	-2	99	-2	-6	-11	-4	-4	-0.3
CCCc1nc2c(o1)CC(CC(C)SCC)CC2=O (stereo not given)
→ 0	-2.4	-4	121	-9	-1	-4	0	-2	-0.5
CCCCN(C(=O)c1ccc(S(=O)(=O)N(CC)CC)cc1)c1c(N)n(CCC)c(=O)[nH]c1=O
→ 21	-2.1	2	100	-10	-4	-12	-2	2	-0.4
O=C(COC(=O)c1cc([N+](=O)[O-])ccc1N1CCOCC1)Nc1ccc(Cl)cn1
→ 30	-2.0	1	x	-9	x	0	1	1	-2.0
Cc1ccc2nc(NC(=O)c3ccc(Br)o3)sc2c1
→ -4	0.0	9	110	14	5	-1	-8	-7	-3.3
CN(C(=O)C(C)(C)C)C1c2c(ccc3ccccc23)OCC1CO (stereo not given)
→ -3	-1.8	-1	83	19	-3	-5	-9	2	1.0
CC(=O)Nc1ccc(OCC(=O)NC(C)C(C)C)cc1 (stereo not given)
→ -2	-2.0	3	105	-3	-6	-9	2	-6	-1.7
CC1CCN(c2ncnc3c2cnn3Cc2ccc(Cl)cc2)CC1
→ -1	-4.2	6	101	3	-3	-10	-10	0	0.2
Oc1c(CN2CCCC(C(F)(F)F)C2)cc(Cl)c2ccccc12 (stereo not given)
→ 5	-2.4	7	106	13	-1	3	1	-6	2.6
COc1ccc(C)cc1S(=O)(=O)N1CCN(Cc2ccccc2)CC1
→ 2	0.1	-1	98	-3	-2	1	-3	0	-0.3

# Carrying on:
# Order of results: NSD2 inh	CAL PDZ FP-1	V-ATPase pHluor	Pemphigus Ab inh	Arrestin-AP2 inh	CAL PDZ FP-2	RTF Ca sens inh	DAGLB inhibitor	Keap1-Nrf2 PPI	LANA DNA inh
CCOC(=O)C1CN(S(=O)(=O)c2ccccc2)C1
→ -1	-0.3	0	x	-6	5	5	-1	-4	0.5
COc1ccc(NC(=O)c2oc3ccccc3c2NC(=O)C2CC2)cc1OC
→ 1	0.8	-2	x	0	x	-3	2	3	0.6
CCOC(=O)c1csc(COc2ccc(OC)cc2)n1
→ -1	-0.1	5	108	-10	-8	-6	-13	-5	1.4
CC1(C(=O)N/N=C/c2ccccc2)CC1(Br)Br (stereo not given)
→ 0	-1.6	2	x	36	3	6	-1	0	0.8
CCOC(=O)c1c(NC(=O)C(=O)N/N=C/c2ccc(OCC)cc2)sc2c1CCCCC2
→ -5	-3.1	1	107	-1	-3	-9	-1	2	-1.0
CCOCCCNCc1c(Cl)cccc1Cl
→ 2	-1.9	0	96	20	-3	7	-3	1	-1.1
CCOCCn1c(=O)c2c(nc3n2CCCN3CCc2ccccc2)n(C)c1=O
→ -2	-2.4	-7	x	7	-1	-3	0	2	0.1
Cn1nnc2cc(C(=O)Nc3ccccc3)ccc21
→ 1	0.0	0	99	-6	x	-2	-1	1	1.6

# A few values from above.
# `CC1(C(=O)N/N=C/c2ccccc2)CC1(Br)Br` (stereo not given) in RTF Ca sens inh reads 6
# `COc1ccc(NC(=O)c2oc3ccccc3c2NC(=O)C2CC2)cc1OC` in V-ATPase pHluor reads -2
